Giardia killer: Giardia lamblia killing; activity change, % at 7.66 µM, hits read low; Giardia lamblia trophozoite viability; actives 0.15% (n = 340,000); in the data active = activity change below about -80%; inconclusive = between about -30% and that limit;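 also: parasites exposed to compound for two days anaerobically before the ATP read; % is scaled to controls: 0 for no effect and ±100 for the full control effect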
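Viability, read as ATP luminescence: trophozoites at 100 cells/well, compound added, 48 hrs anaerobic at 37 deg C, then 15-30 min room-temperature development before reading.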
Rab9 prom act: activators of Rab9 promoter; Huh7 Rab9 promoter-luciferase reporter, luminescence, 24 h; Potency, µM (doses to about 9.22 µM), inactives show top-dose activation, negative = inhibition, most hits filed as activators; actives 2.8% (n = 320,000); AID 485297; also: potency is read from the fitted curve at half-maximal effect; % of control where 0% means no effect; nearly all actives have a fitted effect of over 60% in size
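Rab9 promoter-driven luciferase in stably transfected Huh7 cells; 1500 cells/well rested 2 h, exposed to compound in DMSO for 24 h at 37 °C, 5% CO2. Luminescence read 10 min after adding luciferase reagent at ambient temperature.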
Gal4-VP16 FLuc: Gal4-VP16 reporter inhibition counter-screen | actives 3.5% (n = 310,000) | Drosophila S2 Gal4-VP16 UAS-luciferase, luminescence, 20 h | Potency, µM (doses to about 53.6 µM), inactives show at the top dose activity, negative = inhibition, usual class: inhibitors | AID 2546;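 also: Gal4-VP16 expression switched on by copper sulfate through the metallothionein promoter; potency is read from the fitted curve at half-maximal effect; % is scaled to controls: 0 for no effect and ±100 for the full control effect; nearly all actives have a fitted effect of over 50% in size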
KCNH2 3.1 inh: blocks the human KCNH2 3.1 channel isoform; activity change, % (tested at about 1.8 µM); actives 0.95% (n = 340,000); AID 720553; U2OS KCNH2 3.1, thallium flux FluxOr; active compounds read low;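 active = maximum activity change below -70%; inconclusive = maximum activity change from -70% to -50%; inactive = maximum activity change above -50%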;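 also: thallium influx rate constant from kinetic fluorescence after stimulation buffer; % is scaled to controls: 0 for no effect and ±100 for the full control effect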
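U2OS cells transduced with KCNH2 3.1 mutant virus (1.77 x 10^8 /mL, 4 h), plated overnight at 37 C, loaded 45 min with FluxOr dye plus Red40 quencher. Thallium flux rate constant from kinetic reads after stimulation buffer, normalised to controls.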
Coupling enz: inhibits coupling enzyme system, counter-screen for aldolase hits; coupling enzyme system counterscreen, AmpLite Red fluorescence; activity change, negative = inhibition, % at 58.2 µM, hits read low; actives 0.67% (n = 290,000); in the data active = activity change below about -30%; also: % is scaled to controls: 0 for no effect and ±100 for the full control effect
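Compounds tested against the coupling enzymes alone at 57.5 uM final; readout was AmpLite Red fluorescence (525/598 nm) after 20 min at RT.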
ELG1 genotoxic: genotoxicity induction in ELG1-luciferase HEK293T cells; HEK293T ELG1-luciferase reporter, luminescence, 16 h; Potency, µM (highest dose often 46 µM), inactives show at the top dose activity change, positive = activation, usual class: activators; actives 1.3% (n = 330,000); AID 504466; also: potency is read from the fitted curve at half-maximal effect; % of control where 0% means no effect; nearly all actives have a fitted effect of over 60% in size
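ELG1-luciferase HEK293T cells, 2,000/well; compound pinned in; 16 hr, 37 °C, 5% CO2; ONE-Glo, 30 min RT; luminescence on CCD imager.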
uPA generation: cell surface uPA generation inhibition | actives 0.31% (n = 330,000) | cell surface uPA generation assay, qHTS | Potency, µM (doses to about 38.3 µM), for the others: at the highest dose activity change, negative = inhibition, most hits filed as inhibitors; active = well fitted inhibition curve with a large enough effect; inconclusive = small, poorly fitted or top-dose-only effect; inactive = no such curve, though single readings can be large or run the other way; tested in mouse RAW 264.7 cells; also: potency is read from the fitted curve at half-maximal effect; % is scaled to controls: 0 for no effect and ±100 for the full control effect; nearly all actives have a fitted effect of over 55% in size
NPC1 prom act: activates the NPC1 promoter. Huh7 NPC1 promoter luciferase reporter, 24 h. Potency, µM (doses to about 9.22 µM), for the others: at the highest dose activation, most hits filed as activators. actives 2.4% (n = 320,000);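 also: potency is read from the fitted curve at half-maximal effect; % of control where 0% means no effect; nearly all actives have a fitted effect of over 60% in size; reporter is driven by a mutant NPC1 promoter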
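Huh7 reporter cells (NPC1 promoter driving luciferase) are dosed with compound for 24 h at 37 °C, 5% CO2; luciferase detection reagent is then added and luminescence measured after 10 min at ambient temperature.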
FLuc counter: counter-screen for miR-21 project: firefly luciferase inhibitors or activators. actives 6.9% (n = 360,000). Potency, µM (top dose mostly 57.5 µM), without a hit: at the highest dose activity change, negative = inhibition, usual class: inhibitors. P08659. purified FLuc, Km substrates, luminescence inhibition;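 also: potency is read from the fitted curve at half-maximal effect; plate controls were vehicle for no effect and reference inhibitor for full effect; nearly all actives have a fitted effect of over 55% in size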
Target sequence (P08659 whole entry, looked up): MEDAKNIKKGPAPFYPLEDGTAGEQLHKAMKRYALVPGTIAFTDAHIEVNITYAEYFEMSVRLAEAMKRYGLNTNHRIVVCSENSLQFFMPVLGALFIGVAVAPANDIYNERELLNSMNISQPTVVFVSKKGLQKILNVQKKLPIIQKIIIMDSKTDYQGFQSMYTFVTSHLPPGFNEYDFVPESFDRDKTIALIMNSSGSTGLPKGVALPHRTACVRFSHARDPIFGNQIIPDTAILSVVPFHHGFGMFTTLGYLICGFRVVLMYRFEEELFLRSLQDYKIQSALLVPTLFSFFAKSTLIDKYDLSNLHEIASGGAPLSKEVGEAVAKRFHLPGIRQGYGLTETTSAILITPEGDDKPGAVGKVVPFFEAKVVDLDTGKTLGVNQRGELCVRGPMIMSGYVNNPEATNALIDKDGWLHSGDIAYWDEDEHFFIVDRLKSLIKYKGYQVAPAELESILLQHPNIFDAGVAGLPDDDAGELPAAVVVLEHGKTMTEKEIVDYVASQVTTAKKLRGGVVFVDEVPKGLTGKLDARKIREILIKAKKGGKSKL
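Purified P. pyralis luciferase (10nM final) with 10uM D-luciferin and 10uM ATP (Km levels) in 50mM Tris acetate pH 7.5, 10mM Mg acetate, 0.01% Tween-20, 0.05% BSA; qHTS 6-point titration, ~60 µM downward; luminescence read.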
RORgamma inh: ROR gamma (mouse) transcription inhibition; P51450; Drosophila S2 Gal4-RORgamma UAS-luciferase reporter, 20 h; Potency, µM (top dose mostly 53.6 µM), for the others: at the top dose activity change, negative = inhibition, most hits filed as inhibitors; actives 5.4% (n = 310,000); AID 2551; also: potency is read from the fitted curve at half-maximal effect; % is scaled to controls: 0 for no effect and ±100 for the full control effect; nearly all actives have a fitted effect of over 60% in size
Target sequence (P51450 whole entry, looked up, the tested form may be a part): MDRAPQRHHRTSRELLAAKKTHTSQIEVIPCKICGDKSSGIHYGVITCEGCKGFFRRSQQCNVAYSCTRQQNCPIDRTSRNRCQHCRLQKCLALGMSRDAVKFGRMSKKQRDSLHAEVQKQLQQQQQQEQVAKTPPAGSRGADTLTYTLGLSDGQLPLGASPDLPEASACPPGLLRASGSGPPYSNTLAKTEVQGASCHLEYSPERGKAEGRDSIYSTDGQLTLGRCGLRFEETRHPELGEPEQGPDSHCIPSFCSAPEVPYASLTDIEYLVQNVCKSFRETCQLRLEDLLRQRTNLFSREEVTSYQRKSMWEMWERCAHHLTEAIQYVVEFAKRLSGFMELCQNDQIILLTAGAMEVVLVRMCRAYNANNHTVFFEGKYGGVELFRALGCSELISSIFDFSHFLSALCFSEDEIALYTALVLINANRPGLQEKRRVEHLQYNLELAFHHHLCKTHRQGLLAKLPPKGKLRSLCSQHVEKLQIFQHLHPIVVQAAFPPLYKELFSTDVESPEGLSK
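Luciferase reporter read in Schneider cells carrying Gal4-RORγ (mouse) and UAS-Photinus luciferase; cells given compound 1 h before 700 uM copper sulfate induction, then incubated 20 h at ambient temperature.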
Tb PFK block: T. brucei PFK enzyme inhibition | Potency, µM (highest dose often 57.5 µM), for inactives: at the highest dose activity, negative = inhibition, hits mostly inhibitors | actives 0.17% (n = 330,000) | T. brucei PFK, ADP-Glo luminescence | AID 485367 | O15648;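 also: potency is read from the fitted curve at half-maximal effect; 0% = uninhibited 1x PFK enzyme wells and -100% = no-enzyme wells; nearly all actives have a fitted effect of over 60% in size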
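ADP-Glo luminescence quantified ADP after 45 min at room temperature, with 1.25 nM T. brucei PFK, 0.1 mM ATP and 0.5 mM fructose-6-phosphate in pH 8.0 TEA buffer. qHTS titrations up to 57 µM; curves classified by quality.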
Active calls of the source: *; ? = inconclusive; · = not tested or not shown; [ ] = remark or other dose. Unless noted, calls follow the shape of the dose curve; as a rule, active = well fitted curve in the direction sought with a large enough effect; inconclusive = small, poorly fitted or top-dose-only effect, or another doubt; inactive = no such curve, though single readings can be large; an effect the other way counts as inactive or inconclusive.

item	compound	Giardia killer	Rab9 prom act	Gal4-VP16 FLuc	KCNH2 3.1 inh	Coupling enz	ELG1 genotoxic
1	COc1cc(OC)cc(C(=O)Nc2ccccc2-c2nnn(CC(N)=O)n2)c1	-10	-2%	-2%	-2	1	-11%
2	CN(C(=O)COc1ccc(Cl)cc1)C1(C)CCS(=O)(=O)C1 (stereo not given)	3	-7%	·	15	·	-7%
3	C/C(Cc1ccccc1)=N\NC(=O)c1cc(C(C)(C)C)[nH]n1	-19	-3%	-3%[10 µM]	4	3	7%
4	Cc1ccccc1Cn1c(-c2cncs2)nc2ccccc21	-4	-4%	10%	-1	2	-2%
5	Cc1nc2ccccc2n1CCc1ccccc1	4	-3%	-4%	1	3	0%
6	CC(C)CC1(C)NC(=O)N(CC(=O)Nc2ccc3c(c2)OCCO3)C1=O (stereo not given)	25	·	·	-6	·	0%
7	COc1ccc(NC(=O)Nc2ccc3c(c2)C(=O)N([C@H](C)CO)C[C@H](C)[C@@H](CN(C)C(=O)NC2CCCCC2)O3)cc1	-8	·	·	-5	·	5%
8	CN(C(=O)COC(=O)c1ccc(=O)n(Cc2ccccc2)n1)c1ccccc1	-25	-1%	2%	-20	5	1%
9	O=C(C[C@H]1C/C=C\C[C@H](Cc2ccc(F)cc2)C(=O)O[C@@H](c2ccccc2)CNC1=O)NCCO	7	·	·	12	·	0%
10	CC(C)CNC(CC(=O)Nc1cccc([N+](=O)[O-])c1)C(=O)O (stereo not given)	-1	-4%	2%	11	-1	-1%
11	O=C(NCC1CCCO1)c1cc(C(=O)C2CC2)c[nH]1 (stereo not given)	4	-1%	-1%	-14	1	0%
12	Cc1ccc2c(c1)N(C(=O)CCC(=O)N1CCC(C(N)=O)CC1)CCO2	3	-4%	-4%	4	-1	-1%

item	uPA generation	NPC1 prom act	FLuc counter	RORgamma inh	Tb PFK block
1	3%	-6%	3%	-6%	1%
2	-1%	2%	-2%	·	-13%
3	-5%	1%	-10%	-2%	-6%
4	-1%	5%	?	-2%	7%
5	-14%	-2%	-19%	11µM*	0%
6	-2%	·	·	·	-2%
7	0%	·	·	·	-5%
8	-4%	-3%	0%	2%	-1%
9	4%	·	·	·	5%
10	4%	-1%	-1%	-6%	-3%
11	1%	-3%	-2%	5%	-2%
12	10%	-2%	0%	-23%	-2%

Entries above that contain an NH in an aromatic ring:
item	compound	Giardia killer	Rab9 prom act	Gal4-VP16 FLuc	KCNH2 3.1 inh	Coupling enz	ELG1 genotoxic
3	C/C(Cc1ccccc1)=N\NC(=O)c1cc(C(C)(C)C)[nH]n1	-19	-3%	-3%[10 µM]	4	3	7%
11	O=C(NCC1CCCO1)c1cc(C(=O)C2CC2)c[nH]1 (stereo not given)	4	-1%	-1%	-14	1	0%

item	uPA generation	NPC1 prom act	FLuc counter	RORgamma inh	Tb PFK block
3	-5%	1%	-10%	-2%	-6%
11	1%	-3%	-2%	5%	-2%

Returning to the listing, starting 4 compounds before the break.
item	compound	Giardia killer	Rab9 prom act	Gal4-VP16 FLuc	KCNH2 3.1 inh	Coupling enz	ELG1 genotoxic
9	O=C(C[C@H]1C/C=C\C[C@H](Cc2ccc(F)cc2)C(=O)O[C@@H](c2ccccc2)CNC1=O)NCCO	7	·	·	12	·	0%
10	CC(C)CNC(CC(=O)Nc1cccc([N+](=O)[O-])c1)C(=O)O (stereo not given)	-1	-4%	2%	11	-1	-1%
11	O=C(NCC1CCCO1)c1cc(C(=O)C2CC2)c[nH]1 (stereo not given)	4	-1%	-1%	-14	1	0%
12	Cc1ccc2c(c1)N(C(=O)CCC(=O)N1CCC(C(N)=O)CC1)CCO2	3	-4%	-4%	4	-1	-1%
13	CCOc1ccc(N2C(=O)C(Cl)=C(N3CCOCC3)C2=O)cc1	-16	-3%	?	-10	-1	-1%
14	Cc1nnc2ccc(-c3cccc(NC(=O)c4ccc(Cl)nc4)c3)nn12	-23	-2%	0%	-4	0	-15%
15	O=C(Nc1ccccc1N1CCN(C(=O)c2ccccc2)CC1)c1ccc(Cl)cc1	-14	-2%	-11%	-32	3	-11%
16	Cc1cccc(CSc2nn3c(=O)c(C)nnc3s2)c1	2	-2%	-6%	6	1	2%
17	Cc1nc2ccc(C(=O)Nc3cccc([N+](=O)[O-])c3)cc2s1	-1	?	2%	13	1	12%
18	CCCCN1CC2([N+](=O)[O-])C=CC(=O)C([N+](=O)[O-])(C1)C2CC(=O)c1ccccc1 (stereo not given)	-21	-1%	21%	9	-4	-1%
19	CC1=CC(c2ccccc2)n2nc(NS(=O)(=O)c3ccc(C)cc3)nc2N1 (stereo not given)	-7	0%	?	-7	1	-4%
20	COc1cc(NS(=O)(=O)c2ccc(F)cc2)c(OC)cc1NC(C)=O	0	4%	-5%	22	3	5%
21	O=C(COC(=O)c1ccc(O)cc1)Nc1ccc(OC(F)F)cc1	1	-1%	-3%	-12	1	-2%
22	CCOC(=O)Nc1cccc(OCC(=O)Nc2ccccc2OCC)c1	8	-4%	-7%	11	-1	-10%
23	Cc1ccc(N2C(=NC(=O)c3ccccc3)SC3CS(=O)(=O)CC32)cc1 (stereo not given)	9	-2%	1%	1	·	1%
24	CC(=O)c1ccc(-c2ccc([C@H]3[C@@H]4C=CCC[C@@]4(C)C(=O)N3Cc3ccccc3)c(F)c2)cc1	-3	-12%	-8%	7	1	-7%

item	uPA generation	NPC1 prom act	FLuc counter	RORgamma inh	Tb PFK block
9	4%	·	·	·	5%
10	4%	-1%	-1%	-6%	-3%
11	1%	-3%	-2%	5%	-2%
12	10%	-2%	0%	-23%	-2%
13	-6%	5%	-2%	-2%[1.91 µM]	1%
14	1%	-29%	4%	-45%	0%
15	2%	-1%	7%	33%	0%
16	-2%	1%	-16%	0%	0%
17	1%	?	?	4%	-1%
18	-4%	-1%	5%	7%	2%
19	-19%	2%	-8%	20%	?
20	3%	-4%	-1%	-1%	-4%
21	-1%	-3%	-3%	32%	-1%
22	5%	2%	3%	-1%	0%
23	-1%	1%	4%	0%	-10%
24	?	-12%	-1%	10%	1%

The list continues:
item	compound	Giardia killer	Rab9 prom act	Gal4-VP16 FLuc	KCNH2 3.1 inh	Coupling enz	ELG1 genotoxic
25	CC1=CC(c2ccccc2)n2nc(NC(=O)CCCC(=O)O)nc2N1 (stereo not given)	0	-2%	-2%	-2	1	0%
26	CC1Sc2ccc(S(=O)(=O)CCC(=O)Nc3ccccn3)cc2NC1=O (stereo not given)	5	0%	-9%	-8	1	-2%
27	CCCOc1ccc(N2C(=O)CC(N(Cc3ccc(OC)cc3)C(=S)Nc3ccccc3)C2=O)cc1 (stereo not given)	19	-5%	?	-45	-8	-1%
28	CC(OC(=O)CNC(=O)c1cccc(F)c1)C(=O)NC1CCCCC1C (stereo not given)	-28	-5%	·	2	·	0%
29	CC(=O)c1cc(-c2ccccc2)[nH]c1N1CCOCC1	4	1%	-1%	-7	1	1%
30	Cc1ccc(P(=Nc2ccccc2)(N2CCOCC2)N2CCOCC2)o1	9	0%	12%	4	1	15%
31	C#CCOCCOCCOCCNc1nc(N2CCN(C(=O)C(CCC(=O)O)n3cc(C(N)CC(C)C)nn3)CC2)nc(N2CCN(C(=O)C(Cc3cc4ccccc4[nH]3)n3cc(C(N)Cc4ccc(O)cc4)nn3)CC2)n1 (stereo not given)	3	1%	-2%	0	-3	3%
32	COc1cc(/C=C2/C(=N)N3C(=NC2=O)SN=C3S(C)(=O)=O)ccc1OS(=O)(=O)c1ccccc1	·	-2%	0%	·	·	8%
33	O=C(CCCC(=O)N(CC(=O)NC1CCCC1)Cc1ccccc1Cl)Nc1ccccn1	-12	4%	5%	·	0	-1%
34	CCOc1ccc(CNC(=O)CCn2c(=O)oc3ccccc32)cc1OC	13	1%	-9%	-13	0	0%
35	O=C(NNC(=S)Nc1ccccc1Cl)c1ccccc1	11	1.6µM*	-22%	15	5	?

item	uPA generation	NPC1 prom act	FLuc counter	RORgamma inh	Tb PFK block
25	7%	1%	0%	0%	-8%
26	5%	3%	5%	0%	-1%
27	-4%	-2%	-5%	?	-2%
28	1%	-3%	0%	·	-2%
29	-20%	-1%	2%	-31%	-4%
30	-8%	-4%	-17%	26%	-1%
31	9%	-4%	0%	-1%	2%
32	·	1%	-13%	-4%	-9%
33	-1%	2%	6%	-64%	4%
34	6%	1%	1%	-7%	1%
35	-12%	2.5µM*	13µM*	13µM*	-4%

Source: PubChem BioAssay

Compounds as they come; overall some 14% were active at least once.
